LYPLA1 inh – LYPLA1 inhibitors, primary screen, counter-screen for PME1 inhibitor project, biochemical, fluorescence polarization, FP-Rh probe ABPP; inhibition, % at 5.9 µM; Acyl-protein thioesterase 1 (Homo sapiens), O75608; 0.16% of 320,000 active; recombinant LYPLA1;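 active means inhibition above the mean of all tested compounds plus 3 SD, set per campaign, cut at about 14% in these data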;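 further: inhibitors block serine hydrolase probe labeling of LYPLA1 so polarization falls; 0% = enzyme with DMSO and 100% = wells lacking LYPLA1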
GSTO1 counter – inhibitors of recombinant GSTO1, primary screen, counter-screen for RBBP9 inhibitor project, biochemical, fluorescence polarization; Glutathione S-transferase omega-1 (Homo sapiens), P78417; activity-based probe fluorescence polarization; inhibition, % at 5.96 µM; 1.1% of 300,000 active;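 active means inhibition above the campaign mean inhibition plus 3 SD, cut at about 35% in these data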;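 further: 0% = GSTO1-1 with DMSO and 100% = wells lacking GSTO1-1 enzyme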
PAFAH1B3 inh – PAFAH1B3 enzyme inhibitors, primary screen, biochemical, fluorescence polarization, human | Platelet-activating factor acetylhydrolase IB subunit alpha1 (Homo sapiens), Q15102 | recombinant PAFAH1B3, FP-rhodamine probe | inhibition, % at 3.39 µM | 0.28% of 340,000 active | AID 492972, 2010;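 active means inhibition above the screen-wide average of all tested compounds plus 3 SD, cut at about 25% in these data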;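 further: 0% = enzyme with DMSO only and 100% = wells lacking PAFAH1B3 protein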
PREPL inh – PREPL enzyme inhibitors, primary screen, biochemical, fluorescence polarization | 0.68% of 320,000 active | recombinant PREPL, fluorescence polarization activity-based probe | AID 2751, 2010 | Prolyl endopeptidase-like (Homo sapiens), Q4J6C6 | inhibition, % at 5.96 µM; in the data active means inhibition above about 43%;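 further: 0% = enzyme with DMSO and 100% = wells lacking enzyme; many of its hits are not listed in these tables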
Target sequence (Q4J6C6 whole entry, looked up): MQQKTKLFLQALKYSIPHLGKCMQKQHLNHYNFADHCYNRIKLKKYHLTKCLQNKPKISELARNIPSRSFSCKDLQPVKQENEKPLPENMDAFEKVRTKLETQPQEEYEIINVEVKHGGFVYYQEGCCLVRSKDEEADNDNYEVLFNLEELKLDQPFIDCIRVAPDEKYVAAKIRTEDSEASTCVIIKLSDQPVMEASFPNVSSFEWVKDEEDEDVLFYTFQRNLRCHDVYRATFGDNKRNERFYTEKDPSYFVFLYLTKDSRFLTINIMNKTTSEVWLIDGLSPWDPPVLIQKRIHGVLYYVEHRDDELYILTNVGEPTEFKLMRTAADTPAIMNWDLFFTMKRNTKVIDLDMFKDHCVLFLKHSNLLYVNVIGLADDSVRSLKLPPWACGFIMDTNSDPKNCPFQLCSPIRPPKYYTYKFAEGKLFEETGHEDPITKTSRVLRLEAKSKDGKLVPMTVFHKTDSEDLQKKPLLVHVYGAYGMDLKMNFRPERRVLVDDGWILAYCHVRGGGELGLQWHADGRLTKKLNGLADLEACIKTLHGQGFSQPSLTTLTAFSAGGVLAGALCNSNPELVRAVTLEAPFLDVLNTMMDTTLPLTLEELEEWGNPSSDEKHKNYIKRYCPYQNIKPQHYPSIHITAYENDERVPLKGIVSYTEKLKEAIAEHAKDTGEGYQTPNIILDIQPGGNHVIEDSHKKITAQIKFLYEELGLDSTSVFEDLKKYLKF
EBNA-1 inhibitor – EBNA-1 DNA-binding inhibitors, primary screen, biochemical, fluorescence polarization. AID 1950, 2009. 0.34% of 300,000 active. inhibition, % at 14.8 µM; in the data active means inhibition above about 28%
PAFAH2 FP inh – PAFAH2 enzyme inhibitors, primary screen, biochemical, fluorescence polarization, human; Platelet-activating factor acetylhydrolase 2, cytoplasmic (Homo sapiens), Q99487; inhibition, % at 3.39 µM; recombinant PAFAH2, FP-rhodamine activity probe; 0.99% of 340,000 active;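 active means inhibition above the mean over all tested compounds plus 3 SD, cut at about 30% in these data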;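 further: inhibitors block probe labeling of enzyme so polarization drops; 0% = enzyme with DMSO and 100% = wells lacking PAFAH2 protein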
LYPLA2 inh – LYPLA2 inhibitors, primary screen, counter-screen for PME1 inhibitor project, biochemical, fluorescence polarization, FP-Rh probe ABPP; AID 2177, 2009; recombinant LYPLA2; inhibition, % at 5.9 µM; 0.38% of 320,000 active;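 active means inhibition above the screen-wide mean plus 3 SD, limit set per campaign, cut at about 26% in these data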;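 further: 0% = LYPLA2 with DMSO and 100% = wells lacking LYPLA2 enzyme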
Target sequence (O95372 whole entry, looked up): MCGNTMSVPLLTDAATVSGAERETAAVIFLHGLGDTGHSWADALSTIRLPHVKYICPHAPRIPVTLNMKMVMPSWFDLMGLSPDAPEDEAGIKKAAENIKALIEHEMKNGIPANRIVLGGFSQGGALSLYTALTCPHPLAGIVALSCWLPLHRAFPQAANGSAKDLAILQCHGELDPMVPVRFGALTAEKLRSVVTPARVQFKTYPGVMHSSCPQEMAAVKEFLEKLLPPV
ZTA DNA inh – counter-screen for EBNA-1 inhibitors: inhibitors of Epstein-Barr virus ZTA | ZTA-DNA binding, fluorescence polarization | P03206 | 0.15% of 320,000 active | inhibition, % at 11 µM; in the data active means inhibition above about 33%
PAD4 FP inh – human PAD4 inhibitors, primary screen, biochemical, fluorescence polarization, 1536-well format; Protein-arginine deiminase type-4 (Homo sapiens), Q9UM07; recombinant PAD4, RCA probe fluorescence polarization; inhibition, % at 6.36 µM; 0.41% of 330,000 active; AID 485272, 2010;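 active means percent inhibition above a cutoff equal to the mean of all tested compounds plus 3 SD, cut at about 15% in these data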;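 further: 0% = PAD4 with RCA probe and DMSO and 100% = probe without PAD4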
* hit, by the source's call; / = no result given.

SMILES	LYPLA1 inh	GSTO1 counter	PAFAH1B3 inh	PREPL inh	EBNA-1 inhibitor	PAFAH2 FP inh	LYPLA2 inh	ZTA DNA inh	PAD4 FP inh
Cc1cc(CNC(=O)CC2C(=O)NCCN2Cc2ccccc2C(F)(F)F)on1 (stereo unspecified)	2	6	4	7	-2	5	-2	8	-2
O=C(Nc1ccc(S(=O)(=O)N2CCOCC2)cc1)c1ccc([N+](=O)[O-])o1	-4	-11	1	-1	-11	-1	-4	7	-7
CC(C)(C)n1nc2c(c1NC(=O)Cc1ccc(F)cc1)CSC2	-3	-9	1	-11	-6	0	-8	-2	-7
O=C(Cn1c(=O)oc2cc(S(=O)(=O)N3CCCC3)ccc21)Nc1cccc(C(F)(F)F)c1	-9	12	-2	4	2	1	-10	-8	1
O=C(O)CCC(=O)NN1C(=O)c2ccccc2NC1c1ccc(F)cc1 (stereo unspecified)	-3	0	6	-2	-2	-2	0	1	-4
Cc1c(C)c2c(OCC(=O)Nc3ccc(CCO)cc3)cc3c(c2oc1=O)CCC(C)(C)O3	-22	-14	6	-14	-1	56*	-20	6	-16
Cc1ccc(S(=O)(=O)NC(=O)NCc2ccc(Cl)cc2)cc1	3	10	-3	2	6	2	2	-7	2
CCc1ccc(N2C(=O)Nc3ccccc3C2(O)C(=O)N2CCN(c3ccccn3)CC2)cc1 (stereo unspecified)	6	4	4	6	-14	-2	4	-13	-6
O=C(c1cc2cc([N+](=O)[O-])ccc2oc1=O)N1CCN(C2CCCCC2)CC1	3	10	4	15	-2	7	5	-2	-3
COc1ccccc1C(=O)N/C(=C\c1cn(S(=O)(=O)N(C)C)c2ccccc12)C(=O)NCCCN1CCOCC1	2	-8	5	-1	-2	-4	7	-13	-1
CC(=O)N/N=C/c1cc2c(cc1[N+](=O)[O-])OCO2	4	-2	6	9	-4	1	6	-17	-2
Cc1cc(NC(=O)c2ccc3nc(C)sc3c2)no1	-3	-3	11	-10	-7	-4	0	11	-5
COC(=O)Nc1ccc(S(=O)(=O)N(CCO)CCO)cc1	1	-4	8	18	-1	-6	4	-31	7
Cc1nc(NC(=O)c2ccc3c(c2)OCO3)ccc1Br	-3	1	10	4	-1	10	2	10	-6
Cc1noc(C)c1CSCC(=O)NC1=NCCS1	2	0	1	-4	11	-11	-4	3	-2
O=C(N/N=C/c1cccs1)c1cccc(NC(=O)c2ccc(Cl)cc2)c1	-7	2	/	-5	59*	/	-7	6	-3
CCOC(=O)c1cnc2ccccc2c1Nc1cccc(C(=O)O)c1	-2	1	6	-6	3	-3	-4	11	-1
O=[N+]([O-])c1ccc(OCCCCN2CCc3ccccc3C2)cc1	-5	-6	12	1	4	3	1	4	-2
CCCn1c2ccccc2c2cnn(CC(=O)N(CC)CC)c(=O)c21	-3	-3	3	3	-5	-5	1	2	-4
O=C(NCCOc1ccccc1)C1CCC(=O)N(CCCN2CCCC2=O)C1 (stereo unspecified)	-4	1	-1	0	6	-5	2	1	0
COc1cc(C2C(C(=O)c3cc4ccccc4o3)=C(O)C(=O)N2c2cc(C)on2)cc(OC)c1OC (stereo unspecified)	3	0	5	1	-15	-2	15	-17	-1
O=C(CCNC(=O)c1ccccc1Cl)Nc1cc(C(F)(F)F)ccc1Cl	3	-2	11	3	7	-4	3	-2	-2
O=C(c1cc2nc(-c3ccccc3)cc(C(F)(F)F)n2n1)N1CCN2CCCC2C1 (stereo unspecified)	-10	2	-2	-32	-8	5	2	-13	0
CCOC(=O)N1CCN(C(=O)CSc2nnc(Cn3c(=O)sc4ccccc43)n2C)CC1	-1	0	4	-1	-11	1	-3	-5	-4

Some of the entries so far, with values under each structure:
Order of results: LYPLA1 inh | GSTO1 counter | PAFAH1B3 inh | PREPL inh | EBNA-1 inhibitor | PAFAH2 FP inh | LYPLA2 inh | ZTA DNA inh | PAD4 FP inh
CCCn1c2ccccc2c2cnn(CC(=O)N(CC)CC)c(=O)c21
 : -3 | -3 | 3 | 3 | -5 | -5 | 1 | 2 | -4
O=C(CCNC(=O)c1ccccc1Cl)Nc1cc(C(F)(F)F)ccc1Cl
 : 3 | -2 | 11 | 3 | 7 | -4 | 3 | -2 | -2

(cont.)
SMILES	LYPLA1 inh	GSTO1 counter	PAFAH1B3 inh	PREPL inh	EBNA-1 inhibitor	PAFAH2 FP inh	LYPLA2 inh	ZTA DNA inh	PAD4 FP inh
COc1ccc(/C=N/NC(=O)c2cc(C34CC5CC(CC(C5)C3)C4)[nH]n2)cc1O	-12	-7	-1	5	3	6	-13	1	-5
CCOC(=O)/C=c1\s/c(=C\c2ccc(C#N)cc2)c(=O)n1CC(=O)NCc1ccco1	-2	0	-9	-1	8	-22	-9	-1	0
COc1ccc(C2C(C(=O)N3CCN(c4ccccn4)CC3)CCC(=O)N2c2ccc(OC)cc2)cc1 (stereo unspecified)	-1	4	7	21	6	-3	-3	-5	0
CCOc1ccc(C(C)=O)cc1CN1c2ccc(S(N)(=O)=O)cc2CC1C (stereo unspecified)	5	-3	7	11	-1	-6	9	1	-2
CC(=O)n1cc([C@H]2C=C(C(N)=O)O[C@@H](OCc3ccc(CO)cc3)C2)c2ccccc21	0	1	8	10	-10	0	0	8	-12
CCCNC(=O)c1ccc2c(=O)c(O)c(-c3cccc(Br)c3)[nH]c2c1	-11	7	17	13	3	-20	-5	6	-6
Oc1ccc(Br)cc1-c1cc(-c2ccc(Cl)cc2)n[nH]1	-65	-60	16	10	3	-70	-169	-15	-9
CCOc1ccc(NC(=O)C(C)NC(=O)c2ccccc2Cl)cc1S(=O)(=O)N1CCCC1 (stereo unspecified)	1	/	6	-2	/	-5	-1	6	-3
COc1ccc(OC)c(NC(=O)C(=O)NCc2ccncc2)c1	-3	-5	3	-4	5	-1	3	5	3
O=C(O)c1ccccc1-n1c2ccccc2c2ccccc21	-4	-5	2	-5	-4	-2	4	-2	0
O=C(NCCc1ccccc1)c1cccc2c1C(=O)N(C1CCCCC1)C2	1	-2	7	8	-8	6	14	7	-4
NC(=O)NCCN1CCN(c2ncc(C(F)(F)F)cc2Cl)CC1	1	4	4	1	-8	1	-1	-18	0
COc1cccc(-n2cc(CN(C)Cc3nc(Cc4ccccc4)no3)cn2)c1	1	1	10	4	2	-8	0	-5	1
Cc1ccc(S(=O)(=O)N(C)C[C@@H]2Oc3ccc(NS(C)(=O)=O)cc3CC(=O)N([C@H](C)CO)C[C@@H]2C)cc1	/	/	0	16	/	1	/	/	-3
COc1ccc(C(=O)O)cc1S(N)(=O)=O	0	6	4	4	0	5	-7	6	3
CC(NC(=O)COC(=O)CC(c1ccccc1)c1ccccc1)c1ccccc1 (stereo unspecified)	-5	-7	1	-5	-6	59*	-8	0	-8
CCOc1cc(C#N)ccc1OCC(=O)N1CCc2ccccc2C1	0	5	4	-1	5	5	1	15	-4
Cc1nn(-c2ccccc2)c(C)c1C=O	2	5	/	4	-1	/	-3	16	0
CSCCC(NC(=O)c1ccco1)C(=O)NCC1CCCCC1 (stereo unspecified)	0	/	-2	-1	/	5	3	13	2
Cc1c(/C=N\NC(=O)c2ccc([N+](=O)[O-])cc2)cnn1C	6	0	2	8	-2	-8	1	2	-5
O=C(C1CCCO1)N(Cc1ccccc1)c1ccccc1 (stereo unspecified)	-4	-1	2	13	-5	-5	4	-12	-2
c1ccc(-n2c(Sc3cnccn3)nnc2-c2cccs2)cc1	-5	0	4	-14	3	8	-5	1	-3
C/C=C/c1ccc(OCC(=O)OCc2csc(Nc3ccc(C)cc3)n2)c(OC)c1	-5	0	1	13	-5	-2	-9	10	-3
C=CCn1c(N)c(C(=O)Nc2cccc(C)c2)c2nc3ccccc3nc21	-9	17	7	18	-6	8	-14	9	-6
CCCCCC(=O)Nc1ccc(C(=O)N/N=C/c2ccc([N+](=O)[O-])cc2)cc1	-2	-10	1	2	0	-4	0	17	-5
COc1ccccc1N1CCN(C(c2ccccn2)c2nnnn2C2CCCCC2)CC1 (stereo unspecified)	0	-2	3	8	-2	-4	0	14	-5
CCC1Oc2ccccc2N(CC(=O)NCc2ccco2)C1=O (stereo unspecified)	-4	15	9	0	-8	0	-7	3	-2
CCOC(=O)C1(Cc2cccc(F)c2)CCN(CC(O)CO)CC1 (stereo unspecified)	-1	2	2	3	3	2	0	5	-8
O=C1C=C(c2ccc(F)nc2)C[C@@H](c2ccc3c(c2)OCO3)C1	1	/	11	6	/	-9	8	-13	-2
CC(C)c1c(C(=O)N/N=C/c2ccncc2)nnn1-c1nonc1N	2	-2	10	18	5	1	3	-8	0
O=C(O)c1ccc(NNC(=S)Nc2cc(C(F)(F)F)ccc2Cl)cc1	-3	-10	-4	-11	-5	3	-9	5	-8
Cc1c(C(=O)NCc2ccco2)oc2c(Cl)cccc12	-2	/	5	-9	/	4	1	-6	-1
COc1ccc(CCN(C)c2ccc(S(=O)(=O)N3CCCC3)cc2[N+](=O)[O-])cc1OC	2	-1	1	5	1	1	1	2	0
CSc1ncc(Cl)c(C(=O)Nc2ccccc2C)n1	-3	3	12	10	-11	0	-8	-3	4
CN1CCCN(C(=O)c2cccc(Br)c2)CC1	-3	0	3	-2	0	-10	-3	8	-4
S=C(NCc1ccccn1)Nc1ccc(Cl)cc1	5	4	3	8	-16	-9	3	6	-2
CCC(=O)C1CCCN(C(=O)c2ccc(OC)c(OC3CCN(C(C)=O)CC3)c2)C1 (stereo unspecified)	2	7	-2	8	-2	4	0	2	4
Cc1cccc(C(=O)NNC(=O)c2c(O)c3ccccc3n(C)c2=O)c1	-6	6	7	22	2	-14	-14	-5	1
Cc1[nH][nH]c(=O)c1C=NCc1cccs1	-3	-3	-1	-2	7	2	-1	-2	2
C[C@H]1COC(=O)[C@@H](CC(=O)OC(C)(C)C)C/C=C\C[C@@H](CC(=O)N[C@H](CO)Cc2ccccc2)C(=O)N1	/	/	2	0	/	0	/	/	-2
S=C(NCc1cccnc1)Nc1ccc(Cl)c(Cl)c1	-6	-2	1	-27	5	-11	18	8	1
CCC1CCCCN1C(=O)C1CC(c2cc(Cl)c(OC)cc2OC)=NO1 (stereo unspecified)	-3	2	-1	-4	-5	6	3	0	-2
CCCOc1cc(C)c(Cl)cc1S(=O)(=O)N(CC)CC	1	-4	1	2	-2	1	1	1	-5
O=C(CCCCCNC(=O)c1ccccc1Br)N=Nc1c(O)[nH]c2ccccc12	2	1	9	-1	3	-3	14	-24	6
Cc1cc(C)cc(OCCCC(=O)O)c1	2	9	9	-2	4	-2	11	-11	-4
COc1ccc(-n2c(COc3cccc(C)c3)nnc2SCC(=O)NCc2ccco2)cc1	1	6	1	-38	1	6	3	14	-2
O=C(O)CCCC(=O)Nc1ccc(OCc2nc3ccccc3s2)cc1	2	-5	-3	11	-13	1	1	-3	-7
CC(=O)N1CCN=C1SCc1ccc(C(F)(F)F)cc1	4	-1	2	15	41*	7	-8	-9	-5
CN(C)c1nc(C(=O)Nc2ccccc2)nc(N(C)C)n1	0	-1	-1	4	-2	3	0	-7	-2
Cc1cccc2c(=O)c(Br)c(C)n(Cc3ccccc3)c12	-2	5	3	5	6	-6	0	2	1
C/C(=N/NC(=O)c1ccccn1)c1ccc(O)cc1	2	0	-1	15	-8	1	8	-12	-5
CCCCN(C(=O)CNC(=O)c1ccco1)C(C(=O)NC1CCCCC1)c1ccc(OC)cc1OC (stereo unspecified)	-5	-2	1	6	4	5	-3	-9	0
COc1ccc(C2CC(=O)C(C3NCCc4ccccc43)=C(O)C2n2cncn2)cc1 (stereo unspecified)	-1	-9	1	0	-7	1	2	5	-4

Assay outcomes as filed in PubChem BioAssay.

Not all compounds are listed, so the mix of outcomes need not match the whole.
